All columns: NCI-60 one-dose screen, growth in % after 48 h at 10 µM unless noted; 100 = growth as untreated, 0 = no growth, -100 = all killed.
OVCAR-5: OVCAR-5 ovarian cancer; 82,000 compounds, 2.9% hits
DU-145: DU-145 prostate cancer | 81,000 compounds, 4.2% hits | AID 1794760
OVCAR-3: OVCAR-3 ovarian cancer. 79,000 compounds, 7% hits
OVCAR-4: OVCAR-4 ovarian cancer cells. 80,000 compounds, 3.7% hits
SK-OV-3: SK-OV-3 ovarian cancer cells | 80,000 compounds, 3.2% hits | AID 1794785
IGROV1: IGROV1 ovarian cancer; 79,000 compounds, 4.7% hits
PC-3: PC-3 prostate cancer cells. 80,000 compounds, 3.9% hits. AID 1794754
OVCAR-8: OVCAR-8 ovarian cancer; 81,000 compounds, 4.4% hits
Starred values were filed as active, the others as inactive; . = no result given; & = joins results of further samples. How the source made its calls: active means growth percent below 10; inactive means the rest.

smiles	OVCAR-5	DU-145	OVCAR-3	OVCAR-4	SK-OV-3	IGROV1	PC-3	OVCAR-8
COc1cccc2c1C(=O)c1c(O)c3c(c(O)c1C2=O)C[C@](O)(C(=O)CO)C[C@H]3O[C@@H]1C[C@@H](NC(=O)CCCCCN(C)C2(c3ccc(F)cc3)CC3CCC2C3)[C@H](O)[C@@H](C)O1 (stereo partly specified)	-52*	-42*	5.0*	0.2*	79	56	-83*	22
O=C(NC(=S)Nc1cccc(Cn2c(=O)[nH]c3ccc(Oc4ncccn4)cc3c2=O)c1)c1ccccc1	97	80	84	51	95	74	69	69
O=C1c2ccccc2C2=Cc3ccccc3C(O)N12 (stereo unspecified)	99	107	109	107	88	94	90	97
N#Cc1c(-c2ccc(Cl)cc2)nc2c(N=Nc3ccc(S(N)(=O)=O)cc3)c(N)nn2c1N	111	60	75	97	108	86	62	75
COc1cc(/C(C)=C(\c2ccc(Cl)cc2)c2ccc(OCCN3CCOCC3)cc2)ccc1F	94	96	99	87	99	77	81	91
CCCCC(CC)CNCCOC(=O)c1ccc([N+](=O)[O-])cc1 (stereo unspecified)	110	105	101	109	101	94	99	98
C/C(=C(/c1ccc(O)cc1)c1ccc(OCCN2CCCCCC2)cc1)c1ccccc1	63	74	.	68	76	62	44	69
Oc1cccc(C=Nc2ccc(Nc3ncnc4sc5c(c34)CCN(Cc3ccccc3)C5)cc2)c1	101	113	.	115	120	99	88	100

More entries follow.
smiles	OVCAR-5	DU-145	OVCAR-3	OVCAR-4	SK-OV-3	IGROV1	PC-3	OVCAR-8
Nc1ccc(Nc2ccc([N+](=O)[O-])cc2S(=O)(=O)O)cc1	107	119	112	118	102	107	84	107
CCCCCCN(C)Cc1ccc(OCCOc2ccc(CN(C)CCCCCC)cc2)cc1	43	50	45	31	49	.	24	48
O=C(c1ccc2nc(NS(=O)(=O)c3ccc4ccccc4c3)sc2c1)N1CCN(c2ccco2)CC1	98	110	106	103	91	103	92	97
CCCc1nn2c(CCC(=O)c3nc4ccc([N+](=O)[O-])cc4[nH]3)nnc2s1	97	108	109	100	110	101	100	109
Cn1cc(-c2ccc(-c3cncc(Cl)c3N3CCC4(CC3)CC(=O)NC4=O)cc2)cn1	106	95	104	124	97	74	73	91
COc1ccccc1OCc1ccccc1	97	111	112	112	103	100	90	97
O=C(CCCCCCC(=O)Nc1ccc(C(=O)/C=C/c2cn(-c3ccccc3)nc2-c2ccc(Br)cc2)cc1)NO	101	111	122	105	100	98	100	101
CCCCC(CC)CN=C(N)NC(N)=NCCCCCCN=C(N)NC(N)=NCC(CC)CCCC (stereo unspecified)	-87*	-98*	-84*	-57*	-38*	-67*	-70*	-72*

Later entries:
smiles	OVCAR-5	DU-145	OVCAR-3	OVCAR-4	SK-OV-3	IGROV1	PC-3	OVCAR-8
NC(C(=O)O)(c1ccccc1)c1ccccc1	108	115	120	107	122	123	104	109
CN(C)c1ccc(/C=C(/C#N)C(N)=O)cc1	111	108	109	96	115	58	98	103
O=C(O)C(O)c1ccc(Br)cc1 (stereo unspecified)	112	119	116	.	108	98	97	107
COc1cc(-c2nn(-c3ccc(NC(=O)c4cc(Cl)cc(Cl)c4)cc3)cc2-c2ccncc2)ccc1Cl	96	97	81	100	111	116	.	97
CCCc1cc2c(OC)cc(-c3c(CC4OCCO4)cc4oc5ccccc5c(=O)c4c3O)c(O)c2c(=O)n1C	92	110	104	102	93	101	88	95
OCCNc1nc(Nc2ccc(Cl)c(Cl)c2)nc2ccccc12	78	71	48	45	63	39	19	38
CS(=O)(=O)c1ccc(C(F)(F)F)cc1NC(=O)Nc1cnc(Oc2ccc(-c3cc(Cl)cnc3N)cc2)nc1	84	59	44	56	73	18	24	37
N#Cc1nc(-c2cccs2)oc1NC1CCS(=O)(=O)C1 (stereo unspecified)	106	104	105	103	101	100	110	105

Next records follow:
smiles	OVCAR-5	DU-145	OVCAR-3	OVCAR-4	SK-OV-3	IGROV1	PC-3	OVCAR-8
CC(=O)C1=C(C)NC(NN)=NC1c1cccc(Cl)c1 (stereo unspecified)	99	114	123	104	102	98	97	103
N/C(=N\C(N)=N\c1nc2ccccc2s1)c1ccnc(Cl)c1	58	27	4.6*	79	49	37	38	40
N=c1c2ccccc2nnn1-c1cccc(C(F)(F)F)c1	110	64	75	68	102	.	61	47
COc1cc(-c2nc(SC(C)C)nc(Nc3ccc(S(N)(=O)=O)cc3)c2C#N)cc(OC)c1OC	106	85	100	85	112	105	84	85
O=C1NC(=O)C(C2=NNC(c3cc4ccccc4[nH]3)C2)C(=O)N1 (stereo unspecified)	83	66	80	92	106	75	70	84
COC(=O)[C@H](C)Nc1nc(N)nc(N(C)c2ccccc2)c1C=O	103	122	120	104	110	106	91	101
CCCCCCCCNC(C)(C)COC(=O)c1ccc(N)cc1	107	101	95	94	93	101	88	87
O=C(O)c1cn(CC2CC2)c2cc(N3CCN(c4nccc(-c5nccs5)n4)CC3)c(F)cc2c1=O	111	103	112	89	82	113	96	92

Additional records follow:
smiles	OVCAR-5	DU-145	OVCAR-3	OVCAR-4	SK-OV-3	IGROV1	PC-3	OVCAR-8
ClC/C=C/CSc1ncnc2nc[nH]c12	104&112	116&110	114&119	99&108	107&95	101&113	98&100	106&106
Cc1cc2c(-c3nc4ccccc4n3C)c(O)c(O)cc2c(O)c1-c1c(C)cc2c(-c3nc4ccccc4n3C)c(O)c(O)cc2c1O	58	43	71	70	83	90	27	32
CO/N=C(\C)c1ccc(NC(=O)C(C)N2CCN(c3cc4c(cc3F)c(=O)c(C(=O)O)cn4C3CC3)CC2)cc1 (stereo unspecified)	101	99	102	112	74	90	81	95
CC(C)(C)C1CCC(OC(=O)c2ccccc2)CC1 (stereo unspecified)	106	99	106	95	97	106	85	98
O=[N+]([O-])c1ccc2nc3c4ccccc4c4ccccc4c3nc2c1	92	100	73	9.0*	100	59	55	66
O=c1[nH]c(Cc2nc(-c3ccc(Cl)cc3)cs2)nc2c(-c3nc4ccccc4s3)c(S)sc12	84	108	98	102	78	93	88	101
C[n+]1ccc(CCSc2ccccc2)cc1	114	109	106	111	87	103	71	95
COC(=O)C1=C(C)NC(=S)NC1c1ccc2c(c1)OCO2 (stereo unspecified)	104	103	102	103	106	102	95	100

Later entries:
smiles	OVCAR-5	DU-145	OVCAR-3	OVCAR-4	SK-OV-3	IGROV1	PC-3	OVCAR-8
O=C(/C=C/C12c3ccccc3C(c3ccccc31)C1C(=O)NC(=O)C12)c1ccccn1 (stereo unspecified)	21	15	-8.7*	35	5.8*	-12*	16	2.0*
Nc1n[nH]c(N)c1N=Nc1ccc(S(N)(=O)=O)cc1	95	103	114	.	.	100	103	97
COc1cc(/C=N/Nc2nc(-c3cc(O)c(C)c(C)c3O)cs2)ccc1O	126	113	109	116	112	99	104	107
CSc1nn(-c2nc(-c3cccs3)c(C#N)c(=O)[nH]2)c(N)c1C#N	102	115	113	104	77	106	95	100
CCC(=O)c1cccc(-c2ccccc2)c1CC	101	105	104	112	115	111	98	100
CC12CCC3C(C(O)CC4=CC(=O)CCC43C)C1CCC(=O)O2 (stereo unspecified)	118	107	99	104	100	104	81	101
O=C1CSC(=NCC(=O)n2cnc3ccccc32)N1	100	115	108	101	101	103	103	104
O=C(CCSc1nnc2n(Cc3ccccc3)c(=O)c3c4c(sc3n12)CCCC4)Nc1ccc(Cl)cc1	90	98	95	92	102	97	85	109

The results go on:
smiles	OVCAR-5	DU-145	OVCAR-3	OVCAR-4	SK-OV-3	IGROV1	PC-3	OVCAR-8
CCCCCCCCCCCCCCCc1ccc(OCC(O)CO)cc1 (stereo unspecified)	107	108	101	94	103	98	85	107
CC(=O)Oc1ccccc1C(=O)Oc1ccc(C(=O)/C=C/c2ccncc2)cc1	63	46	19	60	97	22	55	31
CCOC(=O)CCc1nc2ccccc2[nH]1	99	109	98	109	103	108	107	112
COC(=O)c1cc(NC(=O)OCc2ccccc2)nn1C	94	113	119	102	101	.	110	100
COc1cc(CCN=Cc2cc(Cl)cc(Cl)c2O)c([N+](=O)[O-])cc1OC	104	109	93	92	102	97	93	91
c1ccc2nc(N/N=C3\CCCCC3C3CCCCC3)ccc2c1 (stereo unspecified)	58	.	33	51	89	44	14	84
Cn1cnc2c(ncn2C2CC(O)C(CO)O2)c1=N (stereo unspecified)	99	124	130	100	101	92	89	121
NC(N)=N/N=C\c1ccnc2ccccc12	123	111	107	104	104	94	84	93

Next compounds.
smiles	OVCAR-5	DU-145	OVCAR-3	OVCAR-4	SK-OV-3	IGROV1	PC-3	OVCAR-8
COc1ccc(/C=C(\C#N)n2nnc3cc(NC(=O)c4ccccc4SC)ccc32)cc1	100	92	113	79	90	97	88	74
Cc1noc(C)c1CSc1nc2cc(Cl)c(Cl)cc2[nH]1	100	90	118	74	123	98	99	104
CN(C)c1ccc(C(=O)C(O)c2ccccc2)cc1 (stereo unspecified)	107&110	106&183	109&109	109&104	94&127	107&111	91&100	98&117
O=C(O)CCc1ccc([I+]c2ccccc2)cc1	87	114	110	98	111	92	89	99
COc1ccc(/C=C/C(=O)c2cc3c(N)c(C(=O)Nc4ccccc4)sc3nc2C)cc1	39	11	-17*	49	33	31	17	3.3*
CNC(=O)Sc1ccc(Cl)cc1	117	103	117	101	111	116	96	103
O=c1[nH]c2ccccc2cc1CSc1nccc(-c2ccc(Cl)cc2)n1	106	95	98	68	94	106	84	66
c1ccc(Nc2nn3c(-c4cccs4)ccnc3c2-c2ccccc2)cc1	102	106	128	91	99	68	91	98

Record cards (already shown). Values in the order: OVCAR-5 | DU-145 | OVCAR-3 | OVCAR-4 | SK-OV-3 | IGROV1 | PC-3 | OVCAR-8
O=c1[nH]c2ccccc2cc1CSc1nccc(-c2ccc(Cl)cc2)n1 is listed with 106 | 95 | 98 | 68 | 94 | 106 | 84 | 66
CNC(=O)Sc1ccc(Cl)cc1 is listed with 117 | 103 | 117 | 101 | 111 | 116 | 96 | 103

Remaining list, next part:
smiles	OVCAR-5	DU-145	OVCAR-3	OVCAR-4	SK-OV-3	IGROV1	PC-3	OVCAR-8
O=C1C=CC(=O)N1c1ccc(N2C(=O)C=CC2=O)cc1	98	122	103	101	97	105	112	109
O=C(O)c1ccccc1C(=O)Nc1cccc([N+](=O)[O-])c1	102	119	126	104	108	106	98	105
C[N+](C)(CCOC(c1ccccc1)c1ccccc1)CC(=O)OCc1ccccc1	103	105	103	93	106	106	98	106
O=C(Nc1ccc(Cl)cc1)c1ccc2c(c1)NC(=O)[C@@H]1CCCN21	104	89	92	87	99	94	89	93
CC1=C([Se]CC(OC(=O)[C@@H](CO)NC(=O)OC(C)(C)C)C(=O)NCCCCCC(=O)OCc2ccccc2)C(=O)c2ccccc2C1=O (stereo partly specified)	-70*	-55*	-82*	-98*	-60*	-94*	-73*	-82*
O=C(NCCNc1nccc(Nc2ccc(S(=O)(=O)Nc3ccccn3)cc2)n1)C(Cl)(Cl)Cl	106	110	102	105	101	105	91	99
Cc1ccc(S(=O)(=O)Nc2ccc(-c3cc(-c4cccc(F)c4)c(C#N)c(N)n3)cc2)cc1	46	49	-79*	-63*	72	-66*	19	7.0*
COc1ccc(OC)c2c1nnc1c3ncccc3c(C#N)n12	95	104	110	99	105	95	141	95

(continued)
smiles	OVCAR-5	DU-145	OVCAR-3	OVCAR-4	SK-OV-3	IGROV1	PC-3	OVCAR-8
Clc1cc(Cl)c2nc(-c3ccc(-c4ccc(/C=N/NC5=NCCN5)cc4)s3)cn2c1	104	87	98	86	.	84	76	98
O=c1c2sc3ncc(Cl)cc3c2ncn1-c1cccc(Cl)c1	94	51	29	72	81	74	73	91
CCN(CC)CCOc1ccccc1/C=C/c1noc2ccccc12	86	97	88	92	80	49	69	80
O=S(Cc1cc2c(cc1Br)OCO2)c1ccccc1 (stereo unspecified)	103	.	108	105	106	109	103	104
C=CCNC(=S)Nc1cccc(C(F)(F)F)c1	100	114	108	103	101	107	94	96

Compounds shown so far with an NH in an aromatic ring (10):
smiles	OVCAR-5	DU-145	OVCAR-3	OVCAR-4	SK-OV-3	IGROV1	PC-3	OVCAR-8
O=C(NC(=S)Nc1cccc(Cn2c(=O)[nH]c3ccc(Oc4ncccn4)cc3c2=O)c1)c1ccccc1	97	80	84	51	95	74	69	69
CCCc1nn2c(CCC(=O)c3nc4ccc([N+](=O)[O-])cc4[nH]3)nnc2s1	97	108	109	100	110	101	100	109
O=C1NC(=O)C(C2=NNC(c3cc4ccccc4[nH]3)C2)C(=O)N1 (stereo unspecified)	83	66	80	92	106	75	70	84
ClC/C=C/CSc1ncnc2nc[nH]c12	104&112	116&110	114&119	99&108	107&95	101&113	98&100	106&106
O=c1[nH]c(Cc2nc(-c3ccc(Cl)cc3)cs2)nc2c(-c3nc4ccccc4s3)c(S)sc12	84	108	98	102	78	93	88	101
Nc1n[nH]c(N)c1N=Nc1ccc(S(N)(=O)=O)cc1	95	103	114	.	.	100	103	97
CSc1nn(-c2nc(-c3cccs3)c(C#N)c(=O)[nH]2)c(N)c1C#N	102	115	113	104	77	106	95	100
CCOC(=O)CCc1nc2ccccc2[nH]1	99	109	98	109	103	108	107	112
Cc1noc(C)c1CSc1nc2cc(Cl)c(Cl)cc2[nH]1	100	90	118	74	123	98	99	104
O=c1[nH]c2ccccc2cc1CSc1nccc(-c2ccc(Cl)cc2)n1	106	95	98	68	94	106	84	66

Screening data: PubChem, NCI
